Assay outcomes deposited in PubChem BioAssay by several laboratories.
P. falciparum M1AAP = P. falciparum M1AAP inhibitors, biochemical, fluorogenic H-Leu-NHMec substrate, 1536-well (AID 1445); recombinant M1AAP, H-Leu-NHMec fluorogenic kinetic assay; higher % means a stronger effect; inhibition, % at 30 µM, or IC50 in µM where a hit was titrated; actives 0.42% (n = 220,000);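 active means primary inhibition above the hit cutoff, then over 50% inhibition at one or more dose response concentrations, cut at about 23% in these data, passing the limit was not always enough; inconclusive means conflicting primary data, or primary hits not chosen for dose response; inactive means low primary inhibition, or under 50% at every dose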;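 further: plate controls were DMSO full reaction for no effect and no enzyme background for full effect; strong numbers were not always called active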
human PMI inhibitors = human PMI inhibitors, high substrate, primary screen, biochemical, fluorescence intensity, high mannose 6-phosphate (AID 1220). recombinant PMI enzyme, coupled fluorescence intensity; higher % means a stronger effect. one-dose inhibition, % at 20 µM; IC50 in µM for titrated hits. actives 0.66% (n = 190,000)
UTI89 phage lysis = inhibition of K1F phage lysis, E. coli UTI89, bacterial capsule biogenesis inhibitors, alamar blue (AID 488966); one-dose inhibition, % at 100 µM; IC50 in µM for titrated hits; E. coli UTI89 K1F phage lysis, alamar blue, 2 h; higher % means a stronger effect; actives 0.02% (n = 340,000);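 active means phage lysis inhibition, versus mean bacterial control, above a set limit; inconclusive means no clear call, values can overlap the other calls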;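 further: capsule biogenesis inhibitors block K1F phage lysis so surviving cells raise fluorescence; higher fluorescence means more inhibition of phage lysis; actives were called in the ten point dose series up to 300 µM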
Lipid droplet = hepatic lipid droplet formation modulation; AML12 mouse hepatocytes, oleate lipid droplets, BODIPY imaging; inhibition, % at 6.5 µM; actives 0.4% (n = 240,000); AID 1656;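 active means lipid droplet intensity inhibited by at least 50%, with more than 500 cells counted; inconclusive means wells with under 300 cells, treated as cytotoxic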
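Assay system: AML12 mouse liver cells | Compound dosing: One dose, 6.5 µM compound | Read-out basis: Droplet intensity reduction, % inhibition | Measured by: Fluorescence imaging, 20x objective, two fields per well | Schedule: Overnight treatment with compound plus oleate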
PMI inhibitors = MPI enzyme activity inhibition – biochemical, fluorescence intensity, coupled assay, primary screen (AID 1209) | purified PMI enzyme, coupled fluorescence intensity; higher % means a stronger effect | actives 0.42% (n = 190,000) | inhibition, % at 20 µM; hits with a dose series show IC50 in µM;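 further: plate controls were DMSO vehicle for no effect and wells lacking substrate for full effect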
WT yeast gro inh = growth inhibition of WT yeast, mitochondrial fusion screen; actives 2.1% (n = 190,000); mitochondrial fusion phenotypic screen, WT strain; inhibition, % at 10 µM; in the data active means inhibition above about 58%; tested in S. cerevisiae
TNAP activation fold = human TNAP enzyme activators, primary screen, biochemical, luminescent, no phosphate acceptor, uHTS (AID 1001); one-dose activation fold at 20 µM; EC50 in µM for titrated hits; actives 0.03% (n = 200,000); purified TNAP, luminescent activation assay, no phosphate acceptor; higher activation fold means a stronger effect; in the data active means activation fold from about 3, or a potency from the dose series; inactive means the rest, 99 in 100 with activation fold below about 1.6; further: many of its hits are not listed in these tables
ER stress rescue = protection against thapsigargin-triggered cell killing – 384-well, CSM14.1, ATP luminescence, primary screen (AID 1222). CSM14.1 thapsigargin-induced death rescue, ATP luminescence; higher % means a stronger effect. one-dose cellular ATP content (survival), % at 20 µM; EC50 in µM for titrated hits. 190,000 tested, under 10 active;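 active means EC50 below 50 µM in the dose-response confirmation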;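 further: death triggered by thapsigargin at about 15 µM added after 2 h compound pretreatment; cell ATP read after overnight thapsigargin exposure of roughly 18 to 22 hours; normalized against plate controls of thapsigargin alone and 5% DMSO vehicle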
Myeloid diff MLP = compounds promoting myeloid differentiation. actives 1% (n = 360,000). calls only at 10 µM. ER-HoxA9 myeloid progenitors, lysozyme-GFP differentiation, flow cytometry. AID 624256;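 active means normalized GFP-positive differentiation at or above the plate's own cutoff, the solvent-only control mean plus 3 SD; inconclusive means no clear call, values can overlap the other calls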;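 further: cells exposed to compound for four days before flow analysis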
WT yeast gro inh mutant strain = recorded beside WT yeast gro inh, whose call it bears; inhibition, %; mitochondrial fusion phenotypic screen, mutant strain inhibition
Lipid droplet cells 6.5 µM = second read-out of Lipid droplet, no call of its own (marks repeat the call); cell count; measured here: cell count, cytotoxicity flag;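 cells counted across two imaged fields per well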
Myeloid diff MLP GFP+ MAC1+ % = further read-out of Myeloid diff MLP, marked with its call; GFP+ MAC1+ double positive, %; measured here: differentiation confirmed by MAC1 staining
The depositor's hits bear a star; i = inactive; u = inconclusive; x = no result given; + = active, no number; [ ] = dose if it differs, or a comment. Unless noted, no stated cut-off is given here; in the data, active means inhibition above about 50%; inactive means the rest.

Structure	P. falciparum M1AAP	human PMI inhibitors	UTI89 phage lysis	Lipid droplet	Lipid droplet cells 6.5 µM	PMI inhibitors	WT yeast gro inh	WT yeast gro inh mutant strain	TNAP activation fold	ER stress rescue	Myeloid diff MLP	Myeloid diff MLP GFP+ MAC1+ %
CC(C)CCn1c(NCCN(C)C)nc2c1c(=O)[nH]c(=O)n2C	6.6%	-6.1%	0.1%	x	x	-6.8%	-2.8	1.3	1.1	1.5%	i	0.5
COc1ccccc1CNC(=O)c1cc2sccc2n1C	6.4%	13.4%	-0.6%	x	x	8.5%	-9.5	-1.2	1	-2.6%	i	6.8
COC(=O)COc1ccc(S(=O)(=O)N2CCOCC2)cc1C	10.2%	12.5%	3.3%	14.1	620	15.7%	4.1	-1.4	1.1	x	i	0.8
Cc1ccc(S(=O)(=O)Cn2nnnc2C(CC(C)C)N2CCN(c3ccc(F)cc3)CC2)cc1 (stereo unspecified)	1.6%	4.6%	7.4%	-11.4	656	8.7%	22.8	11.4	1.1	-2.8%	i	0.0
CCOC(=O)C1CCCN(C(=O)c2cc(-c3ccc(C)cc3)nc3ccccc23)C1 (stereo unspecified)	4.7%	5.5%	1.3%	-30.7	716	6.2%	14.5	21.4	1.1	0.2%	i	0.9
Nc1nc(NCc2ccco2)nc(N2CCCCCC2)c1[N+](=O)[O-]	4.9%	15.0%	-0.6%[50 µM]	-6.1	649	0.5%	-16.6	-12.3	1.1	1.0%	i	5.2
Cc1ccc2nc(CSc3nnc(Cc4cccs4)n3C3CCCCC3)cc(=O)n2c1	14.2%	12.0%	7.7%	x	x	5.7%	-10.5	-6.1	1	1.5%	i	0.3
O=C(c1ccc(Cl)c(F)c1F)N1CCCC1	0.8%	6.2%	0.5%	21.2	656	5.3%	-2.4	3.8	1.1	x	i	0.6
Cc1ccc(Cl)cc1NC(=S)N1CCC(c2ccccc2)C1 (stereo unspecified)	2.6%	6.1%	0.4%	-6.4	662	4.4%	59.2*	22.9*	1.1	-1.3%	i	0.7
CC1=C(C(=O)OCc2ccccc2)C(c2ccc(Cl)cc2)NC(=O)N1CCCCCC(=O)O (stereo unspecified)	-3.3%	-11.0%	-1.4%	-3.5	743	-12.5%	-10.4	-9.1	1	7.6%	i	1.2
CC(C(=O)Nc1ncc2c(n1)CC(C)(C)CC2=O)N1C(=O)c2ccccc2C1=O (stereo unspecified)	-10.1%	5.0%	0.3%	x	x	1.0%	17.5	9.1	1.1	0.1%	i	0.7
CC(=O)c1cccc(NC(=O)c2nccnc2C(=O)O)c1	6.8%	5.8%	-0.1%	x	x	7.2%	7.6	-12.5	1.1	-2.2%	i	7.2
CN1CCC(=NNC(=O)C(=O)NC2CCCCC2)CC1	8.4%	-12.8%	-0.4%	4.3	798	-12.0%	13.5	19.6	1.1	-1.5%	i	0.2
C=CCOc1ccc(/C=C2\C(=N)N3N=C(S(=O)(=O)CC)SC3=NC2=O)cc1OC	24.5µM*	-24.0%	0.0%	-1.6	694	-23.3%	-9.4	-3.9	1.1	-1.3%	i	0.5
CCCNC(=S)N1CCN(C(c2ccccc2)c2ccccc2)CC1	3.4%	20.4%	9.7%	2.5	603	10.0%	69.1*	34.6*	1.1	-2.6%	i	1.1
Cc1nc(/N=C(\N)NC(=O)c2ccccc2)nc2ccccc12	-0.6%	22.9%	6.2%	10.1	608	23.2%	25.7	34.9	1	-2.3%	i	3.8
Cc1nn(-c2cc(N3CCNCC3)ccc2[N+](=O)[O-])c(=O)c2ccccc12	8.8%	3.8%	-1.6%	x	x	5.1%	-3.4	-14.5	1	-0.4%	i	0.0
Cc1c(Cl)cccc1NC(=S)N(CCCN1CCOCC1)Cc1ccco1	8.4%	-4.4%	7.8%	-2.2	716	-4.5%	-7.9	12.6	1.1	-0.9%	i	2.0
COc1ccc(C(=O)c2ccc(Cl)cc2Cl)cc1	3.4%	6.0%	0.1%	6.6	808	5.6%	52.3	20.8	1.1	-2.6%	i	0.4
COc1ccc(/C=C2/SC(=O)N(NS(=O)(=O)c3ccccc3)C2=S)cc1OC	30.5µM*	-16.8%	-2.4%	-3.2	760	-4.8%	34.1	19.4	0.9	6.9%	i	1.7
O=C(CCNS(=O)(=O)c1cccc2nsnc12)NCCC1=CCCCC1	14.8%	6.5%	-0.4%	9.2	738	6.8%	7.1	5.6	1.1	1.6%	i	1.0
CCc1nnc(NC(=O)CN2CCN(c3nc(-c4ccccc4)cs3)CC2)s1	3.5%	1.6%	7.3%	x	x	-0.7%	2.2	16.1	1.1	1.0%	i	5.4
O=C(Nc1ccc(N2CCOCC2)c(S(=O)(=O)Nc2ccc(Cl)cc2)c1)c1cnccn1	5.3%	x	2.8%[50 µM]	-6.7	685	x	x	x	x	x	i	0.9
COc1ccc(C2CC(c3ccc(F)cc3)Nc3nc(N)nn32)cc1 (stereo unspecified)	7.5%	14.8%	-0.2%	3.9	551	24.3%	15.3	2.5	1.1	x	i	2.7
COCC(=O)Nc1ncc(S(=O)(=O)c2ccc([N+](=O)[O-])cc2)s1	11.0%	-24.0%	1.2%	15.7	687	-31.5%	-11.7	-2.1	1.1	-0.8%	x	x
CCc1ccc(C(=O)N/N=C/c2cccc3ccccc23)nc1	2.1%	-9.8%	1.9%[50 µM]	-7.7	510	-14.8%	-0.6	3.9	1.5	0.8%	i	0.6
COc1ccc2[nH]c(=O)c(CN(CCN(C)C)C(=O)NCc3ccccc3)cc2c1	14.1%	11.2%	0.3%	2.4	769	16.9%	x	x	1	2.2%	i	1.1
CCOC(=O)NC(NC(=S)Nc1ccccc1[N+](=O)[O-])C(Cl)(Cl)Cl (stereo unspecified)	6.5%	-0.8%	1.1%	-4.4	751	5.1%	-7.5	-0.6	1	-0.8%	i	6.2
Cc1ccc(C2CCN(C(=O)Nc3ccc(F)cc3)C2)cc1 (stereo unspecified)	7.5%	18.6%	0.2%	-12.8	678	7.5%	18.1	4.1	1.1	-6.5%	i	0.2
CCC1COC(c2cccn2Cc2ccc(Cl)cc2)=N1 (stereo unspecified)	4.7%	1.3%	0.1%	-7.7	739	-5.3%	-42.3	-13.2	1.1	0.5%	i	0.8
COc1ccc2c(c1)c(=O)oc1cc3oc(C)c(C)c3cc12	-1.3%	-1.3%	x	5.1	798	-1.3%	-13.2	-7.1	1.2	1.5%	x	x
COc1ccc(N2C(=O)C(O)C2c2ccc(C)cc2)cc1 (stereo unspecified)	-1.4%	5.9%	1.4%[50 µM]	-13.1	724	2.6%	-0.5	-20.4	1.1	-0.5%	i	0.2
CCn1c(/C=C/c2c(C)[nH]c3ccccc23)nc2ccccc2c1=O	9.4%	-7.9%	1.0%[50 µM]	-7.5	571	1.5%	3.8	-8.9	1.1	-0.5%	+	3.5*
Cc1ccc([N+](=O)[O-])cc1NC(=O)Cc1cccs1	6.1%	1.4%	0.1%	-1.9	662	-31.0%	4.0	-7.8	1	-7.9%	i	0.1
CSCCC1NC(=O)N(CC(=O)Nc2ccc(N3CCCCC3)cc2)C1=O (stereo unspecified)	3.2%	17.4%	1.0%	x	x	-2.5%	-11.3	-14.7	1	-0.6%	i	1.9
CCc1ccccc1NC1=NCC(=O)N1C1CCCCC1	4.3%	-5.6%	3.0%	x	x	-13.1%	-0.7	14.9	1.2	-1.4%	i	0.4
COc1ccc(CCNC2CCN(C)CC2)cc1OC	2.4%	15.9%	5.0%	x	x	12.5%	3.2	28.9	1.1	-2.5%	i	2.2
CCOC(=O)c1cc(-c2nnc(SCC(=O)Nc3ccc(F)cc3)o2)c(C)nc1C	5.0%	15.8%	1.0%	x	x	33.1%	4.2	-4.7	1.2	3.7%	i	1.4
COc1ccccc1N1CCN(C(=O)CSc2ccc3c(C)cc(C)nc3n2)CC1	3.1%	-8.0%	8.3%	-12.3	761	-6.4%	16.6	-9.8	1.1	1.7%	i	0.4
COC(=O)c1cc(NC(=O)CN2C(=O)CSC2=O)ccc1Cl	1.1%	-2.9%	0.7%	x	x	-9.1%	7.6	-16.2	0.6	-0.8%	i	0.5
CCC1=NC(c2ccccc2)N(O)C1(C)C (stereo unspecified)	-0.3%	-33.2%	1.7%	7.7	706	-24.2%	-10.0	-9.3	1.1	-0.2%	i	0.3
Cc1nc(N2CCOCC2)c2c(C)c(C(=O)Nc3ccc(F)cc3Cl)sc2n1	u	-9.0%	-0.2%	4.0	680	-6.4%	1.5	13.2	1.1	0.0%	i	0.5
CCOC(=O)C1(CCc2ccccc2)CCN(C2Cc3ccccc3C2)CC1	2.8%	0.8%	-0.4%	0.5	749	4.8%	13.3	17.3	1	6.4%	i	0.5
C=CCOC(=O)c1[nH]c2c(c1C)C(=O)CC(c1ccco1)C2 (stereo unspecified)	9.3%	23.2%	x	u	x	19.4%	-0.8	-0.7	1.1	x	x	x
COc1ccc(-c2oc3ncn(CCN4CCOCC4)c(=N)c3c2-c2ccc(OC)cc2)cc1	6.0%	19.3%	-0.1%	-6.3	638	21.9%	-0.2	11.2	1.1	-2.7%	i	0.3
CCOC(=O)N=Nc1c(O)n(Cc2ccccc2)c2ccccc12	11.0%	5.3%	0.0%	0.0	766	3.3%	9.2	21.3	1	-1.2%	i	0.1
Cc1ccc(NS(=O)(=O)c2ccc(CCC(=O)N3CCCC3)cc2)cc1	-5.1%	-2.8%	-1.0%	-17.8	534	-0.4%	8.4	-1.2	1.1	4.2%	i	0.1
COc1ccc2c(c1)C(=O)[C@H](O)[C@@H](c1ccc(OC)c(Br)c1)O2	14.4%	6.1%	x	4.7	758	1.9%	11.7	-6.3	1.1	-2.7%	x	x
O=C(Nc1cc(F)cc(F)c1)c1ccc(NCCCN2CCCCCC2)c([N+](=O)[O-])c1	0.8%	8.5%	0.3%	23.4	672	-16.6%	7.5	8.2	0.9	0.1%	i	0.4
COc1ccc(CNC(=O)C(CCSC)NS(=O)(=O)c2ccccc2F)cc1 (stereo unspecified)	0.6%	-2.0%	0.3%	0.7	674	5.8%	-10.8	5.5	1	-0.6%	i	0.6
Cc1nn(C)c(C)c1CN(C)C(=O)c1cc2nc(-c3ccco3)cc(C(F)(F)F)n2n1	6.1%	4.9%	1.1%	-4.7	700	5.8%	-5.2	-4.8	1.2	x	i	1.0

This is a random part of the collection; about 4.6% have a hit in one of these screens.
